PhoP GFP inhibition = PhoP regulon inhibitors, Salmonella typhi PhoP promoter GFP reporter, confirmatory (AID 1850); Salmonella Typhi PhoP-promoter GFP reporter, fluorescence, 4 h; higher % means a stronger effect; one-dose inhibition, % at 50 µM; IC50 in µM for titrated hits; 310,000 compounds, 0.33% hits; in the data active means a potency from the dose series; inconclusive means inhibition mostly from about 25% at the one dose, without a potency; inactive means the rest, 99 in 100 with inhibition below about 19%;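 further: 0% = induced wells with vehicle and 100% = uninduced wells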
H37Rv inhibition = M. tuberculosis growth inhibition, HTS (AID 449762); M. tuberculosis H37Rv growth inhibition, 7H9 media; higher % means a stronger effect; one-dose inhibition, % at 25 µM; IC50 in µM for titrated hits; 330,000 compounds, 0.59% hits; in the data active means a potency from the dose series; inconclusive means inhibition above about 70% without an active follow-up result;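 further: bacterial growth assessed after seven days of incubation; strong numbers were not always called active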
influenza NS1A = H1N1 influenza NS1A inhibitors, functional cell based assay (AID 504329); NS1A functional cell-based assay, percent inhibition; higher % means a stronger effect; inhibition, % at 12.5 µM, or IC50 in µM where a hit was titrated; 340,000 compounds, 0.3% hits; in the data active means a potency from the dose series; inconclusive means inhibition above about 27% without an active follow-up result; further: strong numbers were not always called active
M. tuberculosis = growth inhibition of non-replicating M. tuberculosis (AID 488890). Mycobacterium tuberculosis non-replicating, growth inhibition; higher % means a stronger effect. inhibition, % at 25 µM, or IC50 in µM where a hit was titrated. 320,000 compounds, 0.39% hits; in the data active means a potency from the dose series; inconclusive means inhibition mostly from about 82% at the one dose, without a potency; inactive means the rest, 99 in 100 with inhibition below about 76%;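 further: plate controls were DMSO cells for no effect and high antibiotic wells for full effect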
VEEV TC-83 Vero = inhibitors of VEEV TC-83 cytopathic effect, confirmation, Vero cells (AID 588727); Vero cells, VEEV TC-83 cytopathic effect inhibition; higher % means a stronger effect; one-dose inhibition, % at 20 µM; IC50 in µM for titrated hits; 350,000 compounds, 0.13% hits; in the data active means a potency from the dose series; inconclusive means inhibition mostly from about 14% at the one dose, without a potency; inactive means the rest, 99 in 100 with inhibition below about 12%; further: strong numbers were not always called active
VEEV TC-83 Vero 10K pilot screen = also measured in VEEV TC-83 Vero; calls as there; inhibition, %; measured here: 10K pilot screen inhibition
* = called active by the depositor; i = inactive; ? = inconclusive; . = not tested or not shown.

SMILES | PhoP GFP inhibition | H37Rv inhibition | influenza NS1A | M. tuberculosis | VEEV TC-83 Vero | others
Cc1cccc(N2C(=O)CN(Cc3sccc3C)C2=S)c1 | 5% | 8% | 13% | 14% | 3.7%
COc1ccccc1N(C)S(=O)(=O)c1ccc(C(=O)Nc2ccc(C(N)=O)cc2)cc1 | . | -6% | -4% | -4% | 5.2%
O=C(CCN1CCOCC1)NNC(=S)NC(=O)c1ccccc1 | 3% | 17% | 5% | 1% | 2.2%
NC(=O)Nc1ccc(Cl)cc1 | 2% | 6% | 3% | 3% | 0.7%
COCCn1c(SCC(=O)Nc2ccccc2OC)nc2c(oc3ccccc32)c1=O | -13% | 9% | -5% | 16% | 8.4%
N#Cc1c(NC(=O)c2cccnc2)sc2c1CCC2 | 8% | 1% | 0% | 14% | 8.1%
CCOc1ncccc1C(=O)OCc1cn2cc(Cl)ccc2n1 | -4% | -1% | 7% | 8% | 7.9%
O=c1c2c(ncn2C2CCCC2)n(Cc2ccccc2)c(=O)n1CCOc1ccccc1 | -28% | 20% | -1% | 6% | 6.2%
O=C(CSc1nnc2ccccn12)N1CCc2ccccc21 | 5% | 2% | 0% | -13% | 0.7%
CCOC(=O)C1CCN(c2cc3c(cc2NC(=O)c2ccc(OC)c(OC)c2)n(C)c(=O)n3C)CC1 | 4% | 9% | -1% | 12% | 9.9%
C[C@]12c3[nH]c4ccc(Cl)cc4c3CCN1C(=O)[C@@H](CC(=O)NCCN1CCOCC1)C[C@@H]2C(=O)N1CCCCC1 | . | . | -7% | . | i
CC1C(=O)C(C)C(c2ccc(Br)cc2)NC1c1ccc(Br)cc1 (centres undefined) | 10% | 23% | -3% | 26% | 24%
CCOc1cc(-c2c(C#N)c(N)nc3c2CCCC3C)ccc1O (centres undefined) | -1% | 0% | -8% | 31% | 6.9%
O=C(Nc1cccc(Cl)c1N1CCOCC1)c1ccco1 | 3% | -2% | 2% | 2% | 2.7%
COCc1cc(=O)[nH]c(-c2ccccc2)n1 | -5% | -1% | 6% | -7% | i
c1ccc(-c2nc(N3CCCCC3)nc3ccccc23)cc1 | 8% | 37% | -28% | 12% | 0.4%
COc1cccc(/C=N\NC(=O)C2C(=O)NCC2c2ccccc2)c1O (centres undefined) | -1% | -8% | 8% | -1% | 7.6%
Cn1c(=O)c2c(nc(N3CCOCC3)n2CCSc2ncccn2)n(C)c1=O | -1% | -3% | 5% | -7% | 1.2%
Cc1ccccc1C(=O)NC(=S)Nc1ccc(S(=O)(=O)N2CCN(C)CC2)cc1 | 13% | 7% | 1% | 41% | 1.6%
O=S(=O)(Cc1ccccc1)N1CCN(Cc2ccc(Br)cc2)CC1 | -15% | -5% | -4% | -11% | 1.1%

Overlap with the part before: seven compounds, followed by the next part.
SMILES | PhoP GFP inhibition | H37Rv inhibition | influenza NS1A | M. tuberculosis | VEEV TC-83 Vero | others
O=C(Nc1cccc(Cl)c1N1CCOCC1)c1ccco1 | 3% | -2% | 2% | 2% | 2.7%
COCc1cc(=O)[nH]c(-c2ccccc2)n1 | -5% | -1% | 6% | -7% | i
c1ccc(-c2nc(N3CCCCC3)nc3ccccc23)cc1 | 8% | 37% | -28% | 12% | 0.4%
COc1cccc(/C=N\NC(=O)C2C(=O)NCC2c2ccccc2)c1O (centres undefined) | -1% | -8% | 8% | -1% | 7.6%
Cn1c(=O)c2c(nc(N3CCOCC3)n2CCSc2ncccn2)n(C)c1=O | -1% | -3% | 5% | -7% | 1.2%
Cc1ccccc1C(=O)NC(=S)Nc1ccc(S(=O)(=O)N2CCN(C)CC2)cc1 | 13% | 7% | 1% | 41% | 1.6%
O=S(=O)(Cc1ccccc1)N1CCN(Cc2ccc(Br)cc2)CC1 | -15% | -5% | -4% | -11% | 1.1%
O=c1ccc2cc3ccoc3c(O)c2o1 | . | -8% | 8% | -8% | 0.9%
Cc1c(C(=O)NCC2CCCO2)oc2ccccc12 (centres undefined) | . | -18% | -4% | 41% | 2.6%
O=C1c2oc3ccccc3c(=O)c2C(c2cccc(O)c2)N1c1ccccn1 (centres undefined) | -11% | 0% | 9% | 13% | 11%
COc1ccccc1/C=C1\SC(=S)N(CCC(=O)NC2=NCCS2)C1=O | -4% | 57% | 5% | -8% | 2.5%
CCCC(=O)N=C1SC2CS(=O)(=O)CC2N1c1ccc(-c2nc3ccc(C)cc3s2)cc1 (centres undefined) | -7% | -4% | 6% | 1% | 1.1%
CCN(CC)c1ccc(NC(=O)c2ccc3c(c2)OCO3)cc1 | 7% | -3% | 21% | 37% | 5.7%
CC(=O)N1N=C(c2ccc(C)c([N+](=O)[O-])c2)OC1(C)C | 4% | 1% | 1% | -4% | i
CCCCCOc1ccc(/C=N/NC(=O)c2nnn(-c3nonc3N)c2CN2CCCCCC2)cc1 | 1% | -6% | 10% | 3% | 1.9%
O=C(CCNS(=O)(=O)c1ccc(Br)s1)NCc1ccccc1Cl | 1% | -2% | -3% | 7% | 3.6%
Cc1ccc(-c2ccc(CCC(=O)O)n2CC2CCCO2)cc1 (centres undefined) | -5% | -1% | -5% | 23% | 0.8%
COc1ccc(C[C@H]2CN3C(=NC[C@H]3Cc3ccccc3)N2CCNC(=O)c2ccc(C)c(Br)c2)cc1 | 26% | ? | 11% | ? | i
COc1cccc2cc(CC(=O)c3ccccc3)c(=O)oc12 | -1% | 0% | -8% | -4% | 0.8%
Cc1ccc(CNC(=O)C2CCCN(C(=O)N(C)C)C2)cc1 (centres undefined) | -1% | 0% | 19% | . | 1.4%
Fc1ccc(C2Nc3cccc4cccc(c34)N2)cc1 | -15% | -4% | 27% | 58% | 0.9%
Oc1ccc(CN2CCCc3ccccc32)c2cccnc12 | 83µM* | -5% | 32µM* | 59% | i
CS(=O)(=O)N1CCCC(C(=O)NCCCN2CCC(Cc3ccccc3)CC2)C1 (centres undefined) | 15% | 4% | -4% | -1% | 1.1%
CCc1nn2c(=O)cc(CSCC(=O)Nc3ccccc3Cl)nc2s1 | -4% | 0% | 0% | 0% | 1.6%
CCOc1ccc(Nc2c3c(nc4ncnn24)CC(C)CC3)cc1 (centres undefined) | 2% | 4% | 9% | 22% | 0.1%
CC1CN1P(=O)(Oc1ccc2ccccc2c1)N1CC1C (centres undefined) | . | . | 2% | . | i
O=C(Cn1c(C(F)(F)F)nc2ccccc21)c1ccc(Br)cc1 | -1% | 2% | 7% | 6% | 2.5% | VEEV TC-83 Vero 10K pilot screen=0.0

The last 2 compounds of the section above lead into the next.
SMILES | PhoP GFP inhibition | H37Rv inhibition | influenza NS1A | M. tuberculosis | VEEV TC-83 Vero | others
CC1CN1P(=O)(Oc1ccc2ccccc2c1)N1CC1C (centres undefined) | . | . | 2% | . | i
O=C(Cn1c(C(F)(F)F)nc2ccccc21)c1ccc(Br)cc1 | -1% | 2% | 7% | 6% | 2.5% | VEEV TC-83 Vero 10K pilot screen=0.0
CCOc1cc(-c2nc(C)c(C(C)=O)n2O)ccc1OCC(=O)Nc1ccccc1 | 1% | 21% | 10% | 14% | 0.9%
Cc1ccc(C(=O)NNc2cc(N3CCCC3)nc(N3CCCC3)n2)cc1 | 3% | ? | . | ? | .
Cc1cccc(C)c1OCc1cc(C(=O)N2CCN(Cc3nccn3C)CC2)no1 | -2% | -4% | 9% | -1% | 3.7%
CN(C)Cc1ccccc1OC(=O)N(C)C | 3% | -1% | 8% | -1% | 0.6%
CC(=O)N1CCN(S(=O)(=O)c2c(C)n(C)c(=O)n(C)c2=O)CC1 | -5% | 3% | -13% | 1% | 0.4%
Cc1cc2nc(/N=C(\N)NC(=O)C(C)C)nc(C)c2cc1C | 12% | 4.7µM* | -4% | 3.1µM* | 57%
Cc1ccc2oc(=O)c(/C=C(\O)C(C)(C)C)nc2c1 | -12% | -1% | -6% | . | 0.9%
Cc1ccc2nc(-c3ccccc3)oc(=O)c2c1 | -5% | 8% | -10% | 77% | 1.7%
O=C(Nc1ccncc1)c1cc2ccccc2cc1O | -1% | -1% | -6% | 0% | 2.1%
CCO[C@@H]1OC(C(=O)NCc2ccccc2)=C[C@H](c2ccc(Br)cc2)[C@H]1CCCO | 12% | 26% | -3% | 24% | 1.9%
Cn1c(=NC(=O)CS(=O)(=O)c2ccc(F)cc2)sc2ccccc21 | 6% | -4% | -12% | -11% | 9.8%
O=C(NCc1ccc2c(c1)OCO2)c1n[nH]c(=O)c2ccccc12 | -2% | 3% | 30% | -3% | 1.8%
O=C(CSc1nc2ccccc2s1)N1CCOCC1 | 5% | -6% | -1% | 9% | 2.3%
CC(=NN(Cc1ccccc1)c1ccccc1)c1ccccc1 | . | . | 5% | . | 1.9%
Cc1nc2ccccc2n1/C(=N/S(=O)(=O)c1ccc(Br)cc1)c1ccccc1 | 1% | 1% | . | 4% | .
CCOC(=O)c1nc(N)c(=O)n(-c2ccccc2)n1 | -5% | -3% | 2% | 1% | 1.3%
Cn1c(=O)oc2cc(S(=O)(=O)Nc3ccc(Cl)cc3)ccc21 | -6% | 3% | -1% | 26% | 0.2%
O=C(NNS(=O)(=O)c1ccccc1)c1cnn(-c2ccc(Cl)cc2)c1C(F)(F)F | 0% | -3% | 4% | 38% | 1.4%
Cc1ccccc1C(=O)OC1CCCN(C)C1 (centres undefined) | -3% | -4% | -3% | 5% | i
CCCN1C(=O)/C(=C2\SC(=S)N(c3c(C)n(C)n(-c4ccccc4)c3=O)C2=O)c2ccccc21 | 8% | 1% | . | -12% | .
COc1ccc(C2C(C(C)=O)=C(O)C(=O)N2Cc2cccnc2)cc1 (centres undefined) | -3% | 0% | -12% | -4% | 0.4%
C=CCOc1ccc(C2C3=C(CCCC3=O)N(CC(=O)O)C3=C2C(=O)CCC3)cc1OCC | -2% | 4% | -8% | -3% | 0.9%
CC(C)CN(C(=O)COc1ccc(-c2nnco2)cc1)C1CCS(=O)(=O)C1 (centres undefined) | 7% | 1% | -8% | -7% | 0.3%
O=C1c2cccc3c([N+](=O)[O-])ccc(c23)C(=O)N1c1ccccn1 | -218% | ? | 21% | 4.9µM* | i
O=C(c1ccc(Cl)cc1)n1c(NCc2ccccc2)n[nH]c1=S | 14% | 4% | -2% | 1% | 1.1%
CC1Cc2nc(SCC(=O)NCc3ccco3)n(Cc3ccccc3)c(=O)c2S1 (centres undefined) | -9% | -5% | 5% | 6% | 8.5%
CCn1nc2cc(C(=O)NCCc3cccs3)ccc2c1OC | 5% | -1% | 0% | -8% | 1.9%
O=C(CN1CCOCC1)OCCCC1CCCCC1 | 5% | -1% | 8% | -6% | 0.4%
O=C(NCc1ccc2c(c1)OCO2)C1Cc2ccccc2CN1C(=O)c1ccco1 (centres undefined) | 3% | 4% | -13% | -2% | 3.1%
CCOC(=O)c1c(NC(=O)COC(=O)c2ccc(NC(=O)CC#N)cc2)sc(C(=O)NC)c1C | . | 9% | 0% | -6% | 0.7%
Cn1c(SCC(=O)Nc2nccs2)nnc1-c1ccncc1 | -19% | -9% | 3% | 11% | i
CCOC(=O)c1c(C)n(C)c2ccc(OC)c(NC(=O)CN3CCCCC3)c12 | -2% | -12% | 4% | -3% | 2.4%
Cc1ccc(-c2nc3[nH]c(=O)cc(NC(=O)C(C)C)n3n2)cc1 | -12% | 10% | -10% | 5% | 1.0%
C/C(=N\NC(=O)COc1cc(C)cc(C)c1)c1cccc(NC(=O)C2CCC2)c1 | -5% | -2% | -5% | 1% | 6.1%
CCCCn1c(=O)c(C(=O)Nc2cnccn2)c(O)c2ccccc21 | -5% | ? | -7% | ? | 8.6%
CSc1sc(C(=O)NCC2CC2)cc1S(=O)(=O)C(C)C | 2% | -6% | -22% | 5% | 2.6%
Cc1ccc(/C=C/C(=O)N2CCc3ccccc3C2)cc1 | 12% | -3% | -5% | -8% | 0.1%
CN(C)CCN(Cc1ccccc1)c1ccnc(N(C)C)c1C#N | 15% | -6% | 4% | -4% | 0.4%
COc1ccc(C2=NN(S(C)(=O)=O)C(c3cccs3)C2)cc1OC (centres undefined) | -7% | 0% | -7% | -2% | 4.0%
CN(Cc1ccc(Cl)cc1Cl)C(=O)c1cc(=O)c2ccccc2o1 | 8% | -1% | 7% | 28% | 1.8%
COc1cc(NC(=O)CSc2nnc3n2C(C)(C)Cc2ccccc2-3)cc(OC)c1 | -16% | 5% | 4% | 5% | 4.7%
COc1ccc(S(=O)(=O)N(C)C[C@H]2Oc3ccc(NC(=O)NC(C)C)cc3C(=O)N([C@H](C)CO)C[C@@H]2C)cc1 | . | -5% | 5% | 8% | i | VEEV TC-83 Vero 10K pilot screen=0.5
c1ccc2c(c1)OCCOCCOCCO2 | 9% | 2% | -3% | -4% | 1.6%

Screening results: PubChem BioAssay, Southern Research Specialized Biocontainment Screening Center
